From PubChem BioAssay
TRPC6 act: mouse TRPC6 channel activators, primary screen, cell-based, HEK293, membrane potential dye; HEK293-TRPC6 membrane potential dye fluorescence; hits give high values; B-score at 10 µM; 310,000 compounds, 0.13% hits; AID 2550, 2010;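 active = B-score of the integrated fluorescence ratio above library mean plus 3 SD, and starting fluorescence ratio within library mean plus 5 SD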;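 also: higher score means more depolarization so channel activation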
Target sequence (Q61143 whole entry, looked up): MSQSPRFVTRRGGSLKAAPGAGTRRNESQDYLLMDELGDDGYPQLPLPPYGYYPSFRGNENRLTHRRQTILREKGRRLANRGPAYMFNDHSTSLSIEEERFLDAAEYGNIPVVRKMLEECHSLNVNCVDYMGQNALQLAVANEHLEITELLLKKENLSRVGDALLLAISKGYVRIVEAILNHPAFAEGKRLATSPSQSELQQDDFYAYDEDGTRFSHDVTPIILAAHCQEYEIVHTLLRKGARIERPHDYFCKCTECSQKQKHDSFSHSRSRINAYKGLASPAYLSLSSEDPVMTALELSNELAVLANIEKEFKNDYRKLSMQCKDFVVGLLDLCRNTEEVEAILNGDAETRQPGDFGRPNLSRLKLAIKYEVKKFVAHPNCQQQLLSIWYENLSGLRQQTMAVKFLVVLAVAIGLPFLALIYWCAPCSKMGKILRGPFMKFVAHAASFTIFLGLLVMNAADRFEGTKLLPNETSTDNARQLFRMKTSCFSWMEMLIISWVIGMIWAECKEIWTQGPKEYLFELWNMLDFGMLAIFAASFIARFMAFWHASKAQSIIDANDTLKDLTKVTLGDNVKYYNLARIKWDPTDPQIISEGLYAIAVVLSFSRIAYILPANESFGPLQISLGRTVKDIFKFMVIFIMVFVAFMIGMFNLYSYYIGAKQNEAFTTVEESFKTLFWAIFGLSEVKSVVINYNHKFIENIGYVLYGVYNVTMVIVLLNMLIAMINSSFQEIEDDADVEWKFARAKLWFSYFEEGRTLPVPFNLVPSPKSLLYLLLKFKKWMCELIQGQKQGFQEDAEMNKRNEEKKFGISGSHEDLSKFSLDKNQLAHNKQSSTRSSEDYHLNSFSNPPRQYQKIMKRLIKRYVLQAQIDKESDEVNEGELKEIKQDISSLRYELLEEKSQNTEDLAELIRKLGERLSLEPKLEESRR
HIF act: HIF pathway transcriptional activators, primary screen, cell-based, U2OS HRE-luciferase, luminescence; U2OS HRE-luciferase reporter; normalized: DMSO 0%, desferrioxamine 100%; activation, % at 7.5 µM (by protocol); 300,000 compounds, 0.32% hits;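 active = mean activation of at least 10% of the iron chelator positive control signal, with at least half of replicates also reaching 10%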
IEC-6 tox: cytotoxicity in IEC-6 intestinal epithelial cells, primary screen, cytotoxicity control for KLF5 inhibitor project, cell-based, luminescence; 290,000 compounds, 0.78% hits; inhibition, % at 5 µM; IEC-6 cytotoxicity, luminescence viability; AID 1825, 2009; in the data active = inhibition above about 22%;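 also: 0% = plate median of test compound wells and 100% = cytotoxic reference compound wells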
SKKanGAS inh: S. pyogenes SKKanGAS growth inhibitors in kanamycin, primary screen, streptokinase expression inhibitor project, SKKanGAS strain, BacTiter-Glo luminescence; 6 h; inhibition, % at 7.5 µM; 300,000 compounds, 1.3% hits; AID 1662, 2009;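 active = mean replicate score, as percent of positive control median, at least 50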;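 also: strain carries kanamycin resistance gene driven by streptokinase promoter and grows in 40 µg/ml kanamycin; loss of luminescence reflects streptokinase promoter inhibition or plain growth inhibition; 0% = median of DMSO wells and 100% = positive control at its reference dose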
KLF5 inh: KLF5 expression inhibitors, primary screen, DLD-1 cells, luminescence | DLD-1 KLF5 promoter-luciferase reporter | inhibition, % at 5 µM | 290,000 compounds, 0.23% hits;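 active = inhibition above a per-plate limit of that plate's mean compound inhibition plus 3 SD, cut at about 60% in these data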;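 also: 0% = DMSO wells and 100% = LY294002 at 200 µM; higher means less KLF5 promoter-driven luciferase light; inactives centre near -14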
TRPC4 PAM: positive allosteric modulators of TRPC4, primary screen, cell-based, mouse TRPC4beta, HEK293 mu-opioid, Fluo-4 calcium. 310,000 compounds, 0.42% hits. Short transient receptor potential channel 4 (Mus musculus), Q9QUQ5. DAMGO EC20, Fluo-4 Ca2+ flux; hits give high values. B-score at 10 µM;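 active = B-score of calcium response area above 5 SD of library B-scores, with initial fluorescence ratio within 5 SD of library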;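 also: B-score of integrated fluorescence ratio over time as area under calcium response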
MrgX1 antag: antagonists of human MrgX1 receptor, primary screen, HEK293 cells, Fluo-4 calcium flux; B-score at 10 µM; 310,000 compounds, 1.3% hits; AID 588676, 2011; Mas-related G-protein coupled receptor member X1 (Homo sapiens), Q96LB2; BAM8-22 antagonism; hits give low values;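 active = calcium-response B-score plate-corrected more than 3 library SD below zero, starting fluorescence within 5 deviations, no agonist response on first addition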;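 also: peak minus trough fluorescence over baseline after final BAM8-22 challenge near maximal dose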
TRPC4 block: inhibitors of mouse TRPC4 channel, primary screen, Fluo4 calcium, HEK293 TRPC4beta/mu-opioid cells. Short transient receptor potential channel 4 (Mus musculus), Q9QUQ5. DAMGO-evoked Fluo4 calcium flux; hits give low values. B-score at 10 µM. 300,000 compounds, 0.39% hits. AID 2247, 2010;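 active = B-score over 3 SD under the library average, no early fluorescence shift, positive overall ratio signal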
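test system = HEK293 cells with stable TRPC4beta plus mu-opioid receptor expression | detection = Fluo4 Ca2+ flux fluorescence | read-out = integrated fluorescence ratio relative to baseline, converted to per-well B score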
TRPC4 act: activators of mouse TRPC4 channel, primary screen, Fluo4 calcium, HEK293 TRPC4beta/mu-opioid cells; Short transient receptor potential channel 4 (Mus musculus), Q9QUQ5; Fluo4 calcium fluorescence; hits give high values; B-score at 10 µM; 310,000 compounds, 0.49% hits; AID 2237, 2010;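 active = B-score above 5 SD of library B-scores, and initial fluorescence ratio not above library mean plus 5 SD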;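 also: positive B-score marks a calcium rise read as TRPC4 activation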
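Assay system: HEK293 cells stably co-expressing mouse TRPC4beta and mu-opioid receptor / Timing: Fluo4 dye loading 45 min at room temperature, 110 s recording / Signal: Fluo4 calcium-sensitive dye fluorescence, kinetic, 1 Hz baseline / Read-out: integrated baseline-normalised fluorescence ratio, converted to per-well B score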
TRPC6 inh: mouse TRPC6 channel inhibitors, primary screen, cell-based, HEK293, membrane potential dye. Short transient receptor potential channel 6 (Mus musculus), Q61143. ACh-evoked depolarization; hits give low values. B-score at 10 µM. 310,000 compounds, 1.1% hits. AID 2553, 2010;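 active = B-score under library mean minus 3 SD, initial fluorescence not abnormally high, positive integrated signal ratio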;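 also: B-score derived from integrated fluorescence ratio over the kinetic read; more negative B-score means stronger inhibition of depolarization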
aSyn UTR inh: MLPCN primary screen, SNCA 5' untranslated region; inhibition, % (tested at 7.5 µM); 300,000 compounds, 0.82% hits; alpha-synuclein 5'UTR reporter, inhibitor activity; in the data active = inhibition above about 60%;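 also: H4 neuroglioblastoma cells stably carrying SNCA 5'UTR luciferase fusion; 0% = DMSO wells and 100% = positive control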
* marks the source's active call; other numbers are inactive results; i = inactive; . = not tested or not shown.

Values run as follows: TRPC6 act | HIF act | IEC-6 tox | SKKanGAS inh | KLF5 inh | TRPC4 PAM | MrgX1 antag | TRPC4 block | TRPC4 act | TRPC6 inh | aSyn UTR inh
> CSc1nc2c(c(=O)[nH]1)C(c1cccs1)C1=C(CCCC1=O)N2 (stereo unspecified)
 : i | -0.4 | 3 | 6 | -11 | i | i | i | i | i | 2
> O=C(Nc1cc(N2CCOCC2)ncn1)c1ccc(F)cc1
 : i | 0.7 | -2 | 4 | -62 | i | i | i | i | i | -32
> CCOC(=O)N1CCN(S(=O)(=O)c2ccc(F)c(C(=O)Nc3cccc(C)c3C)c2)CC1
 : i | -0.2 | 4 | 18 | 8 | i | i | i | i | i | 2
> COc1ccc(C(=O)NC(=O)Nc2ncccc2C)cc1
 : i | 1.1 | -6 | 0 | -69 | i | i | i | i | i | -139
> CC(=O)c1c(O)c(C)c(-c2ccccc2)n(-c2ccccc2)c1=O
 : i | -0.3 | 3 | 5 | -7 | i | i | i | i | i | 21
> COc1ccc(NC(=S)c2ccncc2)cc1
 : i | 2.3 | 2 | 0 | -1 | i | i | i | i | i | -18
> Cc1c(NC(=O)c2cccs2)cccc1C(=O)O
 : i | 0.8 | 2 | -3 | -28 | i | i | i | i | i | -36
> O=C1C=C(Nc2cccc(Cl)c2)CC(c2ccco2)C1 (stereo unspecified)
 : i | 0.3 | -3 | 11 | -7 | i | i | i | i | i | 13
> CN1CCN(c2ncnc3c2c(-c2ccccc2)cn3-c2ccc(F)cc2)CC1
 : i | -0.6 | -3 | -10 | -47 | i | i | i | i | i | 3
> COc1cccc(N2CCN(C(=S)Nc3ccccc3)CC2)c1
 : i | -4.0 | 0 | 0 | -62 | i | i | i | i | i | 3
> COCCn1c(C)cc(C(=O)CSc2nnc(C)s2)c1C
 : i | -2.6 | 2 | 0 | 4 | i | i | i | i | i | 100*
> O=C1c2ccccc2C(=O)N1Cc1cnc(N2CCN(c3ccccc3)CC2)s1
 : i | -0.1 | -7 | 10 | -1 | i | i | i | i | i | 1
> O=C(c1cccs1)N1CCN(Cc2cn[nH]c2-c2ccc(F)cc2F)CC1
 : i | -0.3 | 4 | -1 | -5 | i | . | i | i | i | 4
> CC1CCN(CCNC(=O)c2ccc3c(=O)n(Cc4ccc(Cl)cc4)c(=S)[nH]c3c2)CC1
 : i | -2.6 | -3 | 37 | -6 | i | i | i | i | i | 98*
> O=C(NCc1ccc2c(c1)OCO2)c1cc([N+](=O)[O-])ccc1N1CCCCC1
 : i | -0.1 | 55* | -1 | 48 | i | i | i | i | i | 28
> Cc1ccc(S(=O)(=O)NCCCNS(=O)(=O)c2ccccc2[N+](=O)[O-])cc1
 : i | -1.4 | -3 | 1 | -49 | i | i | i | i | i | -22
> Cc1cc(=O)c2c(O)c(O)ccc2o1
 : i | -0.6 | -1 | -10 | 12 | i | i | i | i | i | 10
> COc1ccc(CN2CCNC(=O)C2CC(=O)NCC(C)(C)N2CCOCC2)cc1C (stereo unspecified)
 : i | -0.4 | -2 | -3 | -17 | i | i | i | i | i | 25
> Cc1c(Cl)cccc1NC(=O)NCc1ccncc1
 : i | -0.2 | 7 | 0 | -11 | i | i | i | i | i | -1
> CCN1C(=O)/C(=C2/Sc3ccccc3N2CC)S/C1=N\c1ncn[nH]1
 : i | -1.3 | 2 | -3 | -8 | i | i | i | i | i | 36

Next section.
Values run as follows: TRPC6 act | HIF act | IEC-6 tox | SKKanGAS inh | KLF5 inh | TRPC4 PAM | MrgX1 antag | TRPC4 block | TRPC4 act | TRPC6 inh | aSyn UTR inh
> COC(=O)C1=C(N)Oc2cc(C)n(Cc3cccnc3)c(=O)c2C1c1ccc(OC)c(OC)c1OC (stereo unspecified)
 : i | -0.1 | -4 | -3 | -22 | i | i | i | i | i | -10
> CSc1cccc(NC(=S)NCCCO)c1
 : i | 0.5 | 0 | 4 | -27 | i | i | i | i | i | 8
> Cc1ccc(C23CC4CC(CC(C(N)=O)(C4)C2)C3)cc1
 : i | -0.1 | -11 | 7 | -50 | i | i | i | i | i | -15
> Cc1ccc(NC(=O)C2C(c3ccccc3)C=CC(c3ccccc3)C2C(=O)O)cc1 (stereo unspecified)
 : i | 0.1 | -1 | 8 | -6 | i | i | i | i | i | 0
> CCN(CC(=O)Nc1ccccc1C(F)(F)F)C(=O)c1cc(-c2cccs2)nn1-c1ccccc1
 : i | -0.6 | -10 | 0 | -10 | i | i | i | i | i | 11
> COc1ccc(NC(=O)CCNS(=O)(=O)c2cccc3nonc23)cc1Cl
 : i | -0.7 | 2 | 9 | -8 | i | i | i | i | i | 7
> Cc1cc(C(=O)CSc2nnc(N)s2)c(C)n1-c1c(C)n(C)n(-c2ccccc2)c1=O
 : i | 0.1 | 1 | 1 | -7 | i | i | i | i | i | -28
> COc1ccc(/C=N\NC(=O)/C(=C\Nc2nccc(C)n2)NC(=O)c2ccccc2)cc1
 : i | -0.1 | 7 | -1 | -1 | i | i | i | i | i | -3
> CCOC(=O)N1CCN(C(=O)Cn2cnc3ccccc3c2=O)CC1
 : i | 0.1 | -3 | -6 | -32 | i | i | i | i | i | -12
> Cc1cc(OCC(=O)NCc2ccncc2)c2c(C)c(C)c(=O)oc2c1
 : i | 0.3 | 4 | 13 | -12 | i | i | i | i | i | 10
> COc1cc(S(=O)(=O)NCc2ccccc2)ccc1Br
 : i | 0.6 | -1 | -11 | -14 | i | i | i | i | i | -18
> Cc1ccc(S(=O)(=O)NC(C)(C)C)cc1C(=O)OCC(=O)N1CCCC1=O
 : i | -0.4 | . | -7 | . | i | i | i | i | i | -76
> CCn1cc([C@@H]2C[C@H]3CN(Cc4cccc(Cl)c4)C(=O)[C@]34CCCN24)c(C)n1
 : i | 0.0 | -1 | 3 | -4 | i | i | i | i | i | -9
> CCn1cc(CNCc2cn(C)nc2-c2ccc(C3CCCCC3)cc2)cn1
 : i | -0.1 | 0 | -4 | -24 | i | . | i | i | i | -10
> COc1cccc(CNC(=O)CCC2CCCN(c3cc(C)nc(N(C)C)n3)C2)c1 (stereo unspecified)
 : i | -0.4 | 5 | 8 | -40 | i | i | -6* | i | i | 3
> CCOC(=O)N1CCN(C(=O)CCC(=O)c2ccc(OCC)cc2)CC1
 : i | -0.6 | 1 | 0 | 5 | i | i | i | i | i | 23
> O=C(c1ccc(Cl)c(Cl)c1)c1cnc(Nc2ccccc2)s1
 : i | -0.1 | 5 | -18 | -10 | i | i | i | i | i | -23
> COc1cc(NS(=O)(=O)c2ccc(NS(=O)(=O)c3ccc(NC(C)=O)cc3)cc2)nc(OC)n1
 : i | -0.3 | -3 | 5 | -6 | i | i | i | i | i | 6
> COc1cccc(OCCCCCN2CCOCC2)c1
 : i | . | 4 | -3 | -9 | i | i | i | i | i | .
> CCOc1cc(CNc2ccc(N3CCCC3)cc2)cc(Cl)c1OC
 : i | -0.1 | -8 | 10 | 0 | i | i | i | i | i | -67

Continuation.
Values run as follows: TRPC6 act | HIF act | IEC-6 tox | SKKanGAS inh | KLF5 inh | TRPC4 PAM | MrgX1 antag | TRPC4 block | TRPC4 act | TRPC6 inh | aSyn UTR inh
> CN(CCC1CCOCC1)C(=O)C1CCC(=O)N(CCc2ccc(Cl)cc2)C1 (stereo unspecified)
 : i | 0.0 | 2 | 0 | -25 | i | i | i | i | i | -19
> O=C(CCC1CCCCC1)NC1=NCCS1
 : i | -0.3 | 0 | -4 | -26 | i | i | i | i | i | 7
> CCOc1ccccc1N(CC(=O)Nc1ccc(S(=O)(=O)N2CCOCC2)cc1)S(C)(=O)=O
 : i | 2.9 | 2 | -3 | -29 | i | i | i | i | i | -7
> COc1ccc(S(=O)(=O)NCCN2CCOCC2)c2ccccc12
 : i | -0.4 | 4 | 2 | -15 | i | i | i | i | i | -7
> CCn1ccc(C(=O)Nc2ncc(C)s2)n1
 : i | 0.4 | -1 | 13 | -144 | i | -5.4* | i | i | i | -46
> Cc1cc(C)n(C(CC(=O)O)C(=O)O)n1 (stereo unspecified)
 : i | -0.1 | -5 | -7 | -4 | i | i | i | i | i | -2
> Cn1c(SCC(=O)c2ccc3c(c2)NC(=O)CO3)nc2ccccc21
 : i | 0.3 | 5 | 10 | -4 | i | i | i | i | i | -37
> C=CCNc1scc(-c2ccccc2)[n+]1CC=C
 : i | 0.4 | 0 | 0 | -14 | i | i | i | i | i | -1
> CN(C)S(=O)(=O)N1CCC(CO)(Cc2cccc(C(F)(F)F)c2)CC1
 : i | -0.1 | 2 | -1 | 9 | i | i | i | i | i | 5
> CCC(C)NC(=O)c1cc2cc3ccc(OC)cc3nc2o1 (stereo unspecified)
 : i | -28 | -7 | -7 | -127 | i | i | i | i | i | -147
> CCOC(=O)CC1COCCN1Cc1cn[nH]c1-c1ccc2c(c1)OCO2 (stereo unspecified)
 : i | -0.6 | 4 | 0 | -5 | i | i | i | i | i | 37
> O=C(N1CCCCCC1)N1CCN(S(=O)(=O)c2ccccc2)CC1
 : i | -0.3 | -4 | 0 | -20 | i | i | i | i | i | 12
> COc1ccccc1NC(=O)Nc1ncccc1C
 : i | 0.4 | 8 | 1 | -44 | i | i | i | i | i | -36
> N#CCCn1cc(C(=O)Nc2cccc(C(=O)O)c2)c(-c2ccc(Cl)cc2)n1
 : i | 0.3 | -3 | 4 | -41 | i | i | i | i | i | 18
> COC(=O)CSc1nc(NC#N)nc(NC(C)C)n1
 : i | 0.2 | -4 | -3 | 6 | i | i | i | i | i | -12
> COc1ccc(OC)c(Nc2ncnc3c2cnn3-c2cccc(C)c2)c1
 : i | . | 15 | 2 | 6 | i | i | i | i | i | 20
> O=c1oc2ccccc2c(Nc2ccccc2)c1[N+](=O)[O-]
 : i | -0.2 | 0 | -5 | -10 | i | i | i | i | i | -10
> Cc1cccc2c(=O)c(C(=O)NCc3ccc(F)cc3)c[nH]c12
 : i | 0.0 | 10 | -8 | 11 | i | i | i | i | i | -4
